Bioassay records: PubChem, National Center for Advancing Translational Sciences (NCATS)
HT1080 IDH1KD tx: toxicity to HT-1080 IDH1 knockdown cells (counter line); HT-1080 IDH1 knockdown viability, ATP luminescence, 48 h; Potency, µM (series often up to 46.1 µM), for inactives: at the top dose activity, negative = toxicity, most hits filed as cytotoxic; actives 2% (n = 360,000); AID 686971;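 further: 0% = DMSO wells and -100% = cell-free medium wells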
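HT-1080-IDH1KD cells (IDH1 knocked down), 750/well in RPMI with 5% FBS, treated with compound 48 h at 37 degrees C. Viability by CellTiter-Glo luminescence, normalised to DMSO and no-cell wells; concentration-response curves classed.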
SW480 rerep: DNA re-replication induction in SW480 cells; actives 1.8% (n = 340,000); SW480 DNA re-replication, Hoechst DNA content imaging, 48 h; Potency, µM (highest dose often 46.1 µM), without a hit: at the top dose re-replication activation, hits mostly activators; further: % of control where 0% means no effect; nearly all actives have a fitted effect of over 55% in size
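SW480 cells exposed to compounds for 48 hr at 37 C, 5% CO2, then Hoechst-stained 40 min. Nuclear DNA content imaged by fluorescence scanning (405 nm excitation, 500-530 nm emission); re-replication scored as increased high-intensity nuclei.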
GLP1R inv ag: acts as inverse agonist at human GLP-1 receptor; P43220; actives 1.6% (n = 410,000); Potency, µM (doses to about 38.3 µM), for the others: at the highest dose activity change, negative = inhibition, usual class: inhibitors; HEK293 GLP-1R CRE-luciferase, luminescence, 24 h; GLP-1R form is constitutively active; further: on the % scale 0 is the no-effect control and ±100 the full control effect; nearly all actives have a fitted effect of over 55% in size
Target sequence (P43220 whole entry, looked up): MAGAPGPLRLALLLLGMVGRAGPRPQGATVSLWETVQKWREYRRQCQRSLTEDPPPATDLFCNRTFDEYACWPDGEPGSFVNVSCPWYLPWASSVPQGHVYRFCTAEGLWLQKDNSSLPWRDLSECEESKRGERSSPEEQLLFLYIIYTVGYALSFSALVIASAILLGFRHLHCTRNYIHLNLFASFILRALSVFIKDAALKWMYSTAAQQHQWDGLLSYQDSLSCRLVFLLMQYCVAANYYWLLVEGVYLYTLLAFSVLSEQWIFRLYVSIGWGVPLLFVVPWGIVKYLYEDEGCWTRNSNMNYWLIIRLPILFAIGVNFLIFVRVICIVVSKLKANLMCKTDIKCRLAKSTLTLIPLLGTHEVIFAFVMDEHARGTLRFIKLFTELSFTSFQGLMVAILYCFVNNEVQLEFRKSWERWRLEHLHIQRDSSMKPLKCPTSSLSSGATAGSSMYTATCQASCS
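Luminescence readout: a drop in cAMP-driven luciferase signal flags inverse agonism at a constitutively active GLP-1R stably expressed in HEK293. Compound exposure lasted 24 hr at 37 deg C, 5% CO2.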
KB-V1 MDR tox: kills drug-selected multidrug resistant KB-V1 cells; actives 3.4% (n = 400,000); Potency, µM (doses to about 46.1 µM), without a hit: at the highest dose activity change, negative = cytotoxicity, usual class: cytotoxic; KB-V1 MDR cells viability, CellTiter-Glo, 72 h; further: on the % scale 0 is the no-effect control and ±100 the full control effect; nearly all actives have a fitted effect of over 60% in size
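KB-V1, DMEM (no phenol red) + 10% FBS; cpd pin-transferred, titration series; 72 h, 37 degrees C; CellTiter-Glo, luminescence. Data normalized, curve-fit.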
KB-3-1 tox: KB-3-1 parental cell cytotoxicity | KB-3-1 viability, CellTiter-Glo ATP luminescence, 72 h | Potency, µM (highest dose often 46.1 µM), without a hit: at the top dose activity change, negative = cytotoxic, most hits filed as cytotoxic | actives 1.4% (n = 400,000) | AID 1347075; further: on the % scale 0 is the no-effect control and ±100 the full control effect; nearly all actives have a fitted effect of over 60% in size
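Using CellTiter-Glo luminescence, growth of non-resistant KB-3-1 adenocarcinoma cells is assessed 72 h after pin-tool compound addition at 37 °C. Normalized responses across the concentration series yield fitted curves.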
GLP-1R agonist: agonists of human GLP-1 receptor | HEK293 GLP-1R CRE-luciferase, luminescence, 4-6 h; cells express a hypersensitive GLP-1R form | Potency, µM (series often up to 45.6 µM), for inactives: at the top dose activation, usual class: activators | actives 0.007% (n = 380,000); further: % of control where 0% means no effect
TDP43 rescue: TDP-43 toxicity inhibition in yeast; actives 1.8% (n = 410,000); Potency, µM (highest dose often 46.1 µM), for the others: at the top dose growth rescue (activation), usual class: activators; TDP-43 expressing yeast growth rescue, BacTiter-Glo, 24 h; further: % of control where 0% means no effect; nearly all actives have a fitted effect of over 50% in size
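Luminescence from BacTiter-Glo reports growth of TDP-43-expressing yeast after 24 hr at 30 deg C with compound. Cells were raffinose-pregrown to mid-log, then seeded in galactose medium at OD600=0.02.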
HT1080-NT tox: kills 2HG-producing HT-1080-NT fibrosarcoma cells | Potency, µM (doses to about 46.1 µM), inactives show top-dose activity, negative = less viability, actives largely listed as cytotoxic | AID 686970 | actives 1.6% (n = 360,000) | HT-1080-NT fibrosarcoma viability, CellTiter-Glo ATP luminescence, 48 h;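 further: NT is the 2HG producing partner of a matched IDH1 knockdown line; 0% = DMSO-treated cells and -100% = media-only wells without cells; nearly all actives have a fitted effect of over 55% in size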
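Viability of the 2HG-overproducing fibrosarcoma line after 48 hours of compound exposure at 37 degrees C was determined by luminescence with CellTiter-Glo, and concentration-effect curves were then fitted and categorized.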
GLP1R cytotox: cytotoxicity in counter-screen for GLP-1R inverse agonists; HEK293 cAMP-luciferase reporter cells, luminescence, 24 h; Potency, µM (top dose mostly 38.3 µM), for inactives: at the top dose activity change, negative = inhibition, actives largely listed as inhibitors; actives 0.13% (n = 410,000);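 further: loss of luciferase light is scored as toxicity; on the % scale 0 is the no-effect control and ±100 the full control effect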
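Cells in DMEM/10% Nu serum/1% pen-strep, 1536-well format. Pre-incubated 12 h, dosed with 23 nL compound, incubated a further 24 h. Luciferase detection, 12 min at room temp, luminescence.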
* hit, by the source's call; ? = inconclusive; / = no result given; & = joins results of further samples; [ ] = remark or other dose. The call rests on the fitted dose curve; in most records, active means well fitted curve in the direction sought with a large enough effect; inconclusive means small, poorly fitted or top-dose-only effect, or another doubt; inactive means no such curve, though single readings can be large; an effect the other way counts as inactive or inconclusive. Potency means the concentration at half of the fitted maximal effect.

SMILES	HT1080 IDH1KD tx	SW480 rerep	GLP1R inv ag	KB-V1 MDR tox	KB-3-1 tox	GLP-1R agonist	TDP43 rescue	HT1080-NT tox	GLP1R cytotox
COc1ccc(CNC(=O)C(=O)NC2CCC(C)CC2)cc1 (centres undefined)	-2%	-22%	0%	?	5%	-2%	7%	3%	-1%
CCOc1ccc(C(=O)NCCc2cnc[nH]2)cc1	4%	3%	-1%	9%	18%	6%	-14%	1%	-7%
Cn1nc(CC(=O)NCc2cccc3ccccc23)c2ccccc2c1=O	?	-9%	7%	-3%	?	0%	27%	-10%	0%
C1CCc2nnc(-c3nnc4n3CCCCC4)n2CC1	4%	0%	0%	6%	0%	6%	9%	6%	3%
COCCn1c(SCc2cccnc2)nnc1-c1ccco1	7%	3%	6%	0%	-6%	4%	-16%	11%	2%
O=C(Nc1cccc(-c2csc(Nc3ccc(Cl)cc3)n2)c1)c1ccccc1	?	-7%	?	-25%	-26%	1%	?	?	?
CCOC(=O)C1CCN(C2CC(=O)N(c3cccc(Cl)c3)C2=O)CC1 (centres undefined)	0%	5%	4%	4%	-9%	-2%	?	3%	-10%
O=S(=O)(c1cccs1)N1CCCc2cccc(O)c21	3%	-2%	?	11%	21%	-12%	0%	7%	0%
Cc1nnc(SCc2ccccc2)[nH]c1=O	7%	-7%	5%	7%	-2%	0%	-21%	6%	3%
CCOC(=O)N1CCN(C(=O)c2ccc(CN(c3ccccc3)S(C)(=O)=O)cc2)CC1	11%	-3%	1%	-25%	15%	12%	17%	5%	1%
COc1ccc(N2C(=O)C3C(C2=O)C(C(=O)c2ccccc2)N2CCCC32)cc1 (centres undefined)	?	?	100%[activator]	-3%	?	9%	-13%[1.82 µM]	?	-19%
Cc1nc(C)n(CC(O)COc2ccc(C(=O)c3ccccc3)cc2)n1 (centres undefined)	-8%	-1%	-17%	?	-14%	1%	8%	-15%	-6%
CCN1C[C@@H]2[C@@H]3C(=O)N(C)C(=O)[C@@H]3[C@](CC)(C(=O)OC)N2C1=NC	12%	-23%[9.22 µM]	21%	13%	0%	-3%	14%	14%	0%
O=C(O)C1CCCN1S(=O)(=O)c1ccc(F)cc1 (centres undefined)	6%	-39%[inhibitor]	8%	-5%	1%	-4%	7%	13%	-10%
COc1ccc(NCc2cc(=O)[nH]c3ccccc23)cc1	-8%	-8%	28%	0%	-6%	8%	-16%	-3%	7%
Cc1nn(C)cc1CN(C)C(=O)CC12CC3CC(CC(C3)C1)C2	1%	20%	1%	-15%	4%	1%	22µM*	-4%	-3%
CCOC(=O)C1CCN(C(=O)CCCn2nc(CC)n3c(cc4occc43)c2=O)CC1	6%	-6%	36%[activator]	-13%	15%	14%	12%	2%	-12%
O=C(CN1C(=O)COc2ccccc21)NNC(=O)Nc1ccccc1F	4%	-7%	-20%	-12%	0%	2%	-17%	18%	7%
Cc1ccc(-c2cc(-c3ccccc3)nc(N(C)N)n2)cc1	6%	0%	2%	-14%	5%	21%	?	17%	0%
O=C(CSc1nc2c(c(=O)[nH]1)CCC2)Nc1cccc(O)c1	/	/	-7%	-9%	0%	/	22%	/	5%
CC(=O)N1CCN(S(=O)(=O)c2cccc(C(=O)OCC(=O)Nc3c(Cl)cccc3C(F)(F)F)c2)CC1	5%	-18%	19%	0%	0%	-2%	-2%	12%	10%
Cc1cc(C)cc(NC(=O)Cn2cnc3c(nnn3Cc3ccc(F)cc3)c2=O)c1	-12%	-10%	13%	6%	15%	-7%	9%	17%	11%
COC(=O)CN1C(=S)N(c2ccccc2)C(=O)C1CC(=O)Nc1ccc(Cl)cc1 (centres undefined)	0%	-10%	-20%	?	-16%	-34%[inhibitor]	-10%	-3%	-14%
O=C(O)CC(CC(=O)Nc1ccc(-c2ccccc2)cc1)c1ccccc1 (centres undefined)	-1%	4%	2%	20%	1%	-4%	16%	0%	0%
CS(=O)(=O)N(CC(=O)O)c1cc(Cl)cc(Cl)c1	8%	-9%[9.22 µM]	8%	1%	10%	-7%	-10%	10%	-3%
(further entries)
SMILES	HT1080 IDH1KD tx	SW480 rerep	GLP1R inv ag	KB-V1 MDR tox	KB-3-1 tox	GLP-1R agonist	TDP43 rescue	HT1080-NT tox	GLP1R cytotox
CCOC(=O)CCCNC(=O)COC(=O)c1cc2ccccc2cc1O	-5%	-3%	0%	21%	0%	14%	6%	-6%	27%
Cc1nc2ccccc2n1/C(=N\S(=O)(=O)c1ccccc1)c1ccccc1	7%	2%	-4%	-13%	3%	-21%	0%	-2%	-7%
COc1ccc(NC(=O)CN2CCc3ccccc3C2)c([N+](=O)[O-])c1	4%	-12%	-27%	-4%	-14%	-1%	-2%	-4%	-2%
Cc1nc2ccc(NS(=O)(=O)c3ccc(C)c(C)c3)cc2s1	?	0%	-3%	?	-10%	0%	27%	-18%	-8%
COc1ccc(/C(C)=N/N=C2/NC(=O)CC(C(=O)O)S2)cc1F (centres undefined)	7%	-1%	17%	4%	11%	-2%	-6%	16%	2%
Cc1cc(C)nc(Sc2ccc([N+](=O)[O-])cc2[N+](=O)[O-])n1	?	/	?	?	3%	-9%	-3%	?	?
O=S1(=O)N=C(Nc2nncs2)c2ccccc21	?	-6%	0%	0%	3%	-12%	-4%	?	-13%
CCC(CO)NCc1ccc(-c2ccccc2)cc1 (centres undefined)	-23%	-1%	?	?	?	26%	8%	-10%	27%
CCOc1cccc(-c2nnc3sc(COc4ccccc4)nn23)c1	19%	9%	-2%	?	20%	-4%	0%	5%	4%
CCOC(=O)NC(c1ccc(C(C)C)cc1)C(Cl)(Cl)Cl (centres undefined)	-2%	-6%	9%	-7%	2%	2%	-16%	-2%	-8%
CC(C#N)(NC(=O)COC(=O)c1ccccc1NCCO)C1CC1 (centres undefined)	6%	3%	5%	-1%	-6%	-7%	7%	-5%	11%
O=C(CN1CCc2ccccc2C1)Nc1ccc(F)cc1F	7%	-3%	-23%	16%	14%	-1%	0%	0%	0%
O=C(NNC(=O)C1CC1)c1ccccc1[N+](=O)[O-]	2%	-3%	25%	2%	12%	0%	1%	20%	4%
COc1ccc(/C(O)=C2\C(=O)C(=O)N(CCN3CCOCC3)C2c2ccccc2OC)cc1 (centres undefined)	-7%	-5%	7%	30%	0%	-2%	-5%	-1%	-21%
Cc1ccc(-c2cc(Cc3ccccc3)c(=O)[nH]n2)cc1	-13%	-8%	?	-3%	-1%	14%	19%	-13%	16%
CCOc1ccc(CCNC(=O)CCCn2nc(C)c3sc4ccccc4c3c2=O)cc1OCC	/	/	-18%	-5%	10%	/	1%	/	3%
Cc1cc(C)cc(OCC(=O)NCCN2CCOCC2)c1	16%	-1%	11%	26%	15%	-15%	5%	11%	-2%
CC(C)C(NC(=O)C12CC3CC(CC(C3)C1)C2)C(=O)O (centres undefined)	-10%	1%	3%	?	-4%	-13%	11%	-6%	1%
COc1ccc(-c2noc(COc3ccccc3OC)n2)cc1OC	-4%	-9%	112%[activator]	0%	-11%	32%	0%	1%	-29%
O=C(NC(N1CCOCC1)C(Cl)(Cl)Cl)c1ccco1 (centres undefined)	17%	-101%[inhibitor]	6%	-4%	6%	9%	-3%	15%	3%
c1ccc(-c2ccc(CNC3CC3)cc2)cc1	-6%	0%	-11%	12%	4%	-1%	-7%	6%	5%
Cc1cccc(-c2ncc(CN3CCC(CO)(CCCc4ccccc4)CC3)cn2)c1	-11%	?	?	-6%	-25%	22%	-1%	-4%	-5%
CCOC(=O)C1(CCSC)NC(c2ccco2)C2C(=O)N(CC)C(=O)C21 (centres undefined)	0%	-5%	0%	-2%	-5%	1%	-8%	7%	7%
COc1ccc(NC(=O)CCNC(=O)c2ccc([N+](=O)[O-])cc2)cc1S(=O)(=O)N1CCCCC1	-7%	0%	10%	-19%	-10%	2%	-5%	-4%	8%
CCOc1ccc(N(CC(=O)NCc2ccc(Cl)cc2)S(=O)(=O)c2c(C)noc2C)cc1	2%	-1%	16%&2%	?	5%&-1%	6%&0%	10%&13%	0%	6%&4%

Some of the entries so far, with values under each structure:
Value order – HT1080 IDH1KD tx	SW480 rerep	GLP1R inv ag	KB-V1 MDR tox	KB-3-1 tox	GLP-1R agonist	TDP43 rescue	HT1080-NT tox	GLP1R cytotox
> CCC(CO)NCc1ccc(-c2ccccc2)cc1 (centres undefined)
  -23%	-1%	?	?	?	26%	8%	-10%	27%
> CCOc1cccc(-c2nnc3sc(COc4ccccc4)nn23)c1
  19%	9%	-2%	?	20%	-4%	0%	5%	4%
> CCOC(=O)NC(c1ccc(C(C)C)cc1)C(Cl)(Cl)Cl (centres undefined)
  -2%	-6%	9%	-7%	2%	2%	-16%	-2%	-8%
> CC(C#N)(NC(=O)COC(=O)c1ccccc1NCCO)C1CC1 (centres undefined)
  6%	3%	5%	-1%	-6%	-7%	7%	-5%	11%

Additional results follow:
SMILES	HT1080 IDH1KD tx	SW480 rerep	GLP1R inv ag	KB-V1 MDR tox	KB-3-1 tox	GLP-1R agonist	TDP43 rescue	HT1080-NT tox	GLP1R cytotox
Cc1nc(CNS(=O)(=O)c2cccnc2)cs1	5%	-1%	-6%	1%	4%	0%	-10%	4%	3%
CNC(=O)C1CCN(S(=O)(=O)c2c(C)noc2/C=C/c2ccc(OC)cc2)CC1	10%	-1%	5%	16%	10%	2%	6%	0%	-20%
Cc1cc(C)c(NC(=O)OCCN2CCOCC2)c(C)c1	22%	-15%	0%	0%	-2%	-2%	18%	22%	6%
COc1cc2c(C#CCCO)c(-c3ccc(C#N)cc3)oc(=O)c2cc1OC	-17%	-14%[9.22 µM]	1%	9%	-1%	-3%	-8%	-14%	10%
CCCCNC(=O)CSc1nnc(Cc2ccccc2)n1CC1CCCO1 (centres undefined)	12%	-44%[inhibitor]	11%	4%	0%	-1%	23%	?	0%
Cc1ccccc1CNC(=O)CN1C(=O)c2ccccc2S1(=O)=O	10%	-14%	-1%	1%	8%	15%	10%	7%	-6%
CCCNC(=O)c1cc2ccccc2c(=O)o1	15%	-1%	1%	17%	4%	0%	0%	11%	-12%
COc1ccc(NS(=O)(=O)c2cccc(C(=O)N/N=C/c3ccccn3)c2)cc1	-22%	-2%	-5%	3%	0%	1%	20%	-5%	-3%

Rows were taken by chance. Share with any hit: about 9.4%.
